From PubChem BioAssay
FBPA Giardia inh = inhibitors of Giardia lamblia fructose-1,6-bisphosphate aldolase; A8B2U2; purified Giardia FBPA; Potency, µM (doses to about 59.6 µM), without a hit: at the top dose activity, negative = inhibition, hits mostly inhibitors; 290,000 compounds, 0.71% hits; AID 2451; further: potency means the concentration at half of the fitted maximal effect; on the % scale 0 is the no-effect control and ±100 the full control effect; nearly all actives have a fitted effect of over 55% in size
Target sequence (A8B2U2 whole entry, looked up): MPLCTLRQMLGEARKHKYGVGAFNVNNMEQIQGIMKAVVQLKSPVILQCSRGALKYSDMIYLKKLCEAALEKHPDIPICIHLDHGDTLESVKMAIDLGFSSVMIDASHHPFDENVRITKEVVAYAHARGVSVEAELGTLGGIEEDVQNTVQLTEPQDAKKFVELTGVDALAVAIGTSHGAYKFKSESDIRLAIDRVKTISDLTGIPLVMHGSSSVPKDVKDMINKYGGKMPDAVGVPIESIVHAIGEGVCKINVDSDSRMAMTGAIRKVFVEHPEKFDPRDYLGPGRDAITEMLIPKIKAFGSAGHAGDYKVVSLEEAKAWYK
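40 nM FBPA preincubated 10 min at RT with compound (up to 57.5 uM final), then substrate plus GAPDH/TPI/NAD/arsenate coupling and diaphorase/resazurin added. Fluorescence read after 20 min at RT, 525/598 nm.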
Pf growth 48h = inhibits P. falciparum growth in the first generation, 48 h; AID 504832; P. falciparum luciferase growth in erythrocytes, 48 h; 310,000 compounds, 5.9% hits; Potency, µM (doses to about 28.7 µM), inactives show top-dose activity change, negative = inhibition, actives largely listed as inhibitors; further: potency means the concentration at half of the fitted maximal effect; on the % scale 0 is the no-effect control and ±100 the full control effect
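Cell-based growth assay: transgenic P. falciparum expressing firefly luciferase, cultured in red cells within RPMI 1640 containing 0.5% w/v Albumax, 24 mM bicarbonate and gentamycin. A drop in luciferase activity indicates inhibition.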
HCV inhibitor = blocks hepatitis C virus; Huh7.5.1 HCVcc-Cre infection, luciferase reporter, 44 h; Potency, µM (titrated, usually from 41.8 µM), for the others: top-dose activity change, negative = inhibition, usual class: inhibitors; 340,000 compounds, 3.4% hits; AID 651820; further: potency means the concentration at half of the fitted maximal effect; on the % scale 0 is the no-effect control and ±100 the full control effect
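Whole-lifecycle infectious HCVcc-Cre system; cells 1,000/well, compound then virus (~0.5 moi) added 4 h after plating, 44 h culture. Luciferase read 15 sec following 15 min substrate incubation, room temp.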
Shiga toxin inh = inhibitors of Shiga toxin in Vero cells; Vero cells, Shiga toxin protein synthesis inhibition reporter; inhibition, % at 38.7 µM; 290,000 compounds, 9.2% hits; AID 2315; in the data active means inhibition mostly above about 28%, no sharp cut-off; inactive means mostly below about 43%; further: 0% is about no effect
Pf growth 96h = P. falciparum growth inhibition at 96 hour, primary screen for plastid delayed-death inhibitors | P. falciparum luciferase reporter growth, 96 h | 320,000 compounds, 6.9% hits | Potency, µM (highest dose often 28.7 µM), inactives show at the top dose activity change, negative = inhibition, actives largely listed as inhibitors; further: potency means the concentration at half of the fitted maximal effect; on the % scale 0 is the no-effect control and ±100 the full control effect
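Cell-based qHTS: luciferase-tagged P. falciparum in erythrocytes (2% hematocrit, 0.05% parasitemia final) incubated with compounds for 96 hours, 37 C, 5% CO2; luciferase detection reagent then added and luminescence measured.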
CHX counter = counter-screen for Shiga toxin inhibitors: cycloheximide protein synthesis inhibition. cell reporter, cycloheximide protein synthesis inhibition counterscreen. max response, %. 300,000 compounds, 12% hits. AID 2314; in the data active means max response mostly above about 13%, no sharp cut-off; inactive means mostly below about 14%; further: read at 38.3 µM for the half of the compounds with a filed dose; 0% is about no effect
* = called active by the depositor; u = inconclusive; x = not tested or not shown; & = joins results of further samples; [ ] = remark or other dose. Unless noted, the call rests on the fitted dose curve; in most records, active means well fitted curve in the direction sought with a large enough effect; inconclusive means small, poorly fitted or top-dose-only effect, or another doubt; inactive means no such curve, though single readings can be large; an effect the other way counts as inactive or inconclusive.

Start of the data: the first 5 compounds (preview)
SMILES | FBPA Giardia inh | Pf growth 48h | HCV inhibitor | Shiga toxin inh | Pf growth 96h | CHX counter
CN(CCC#N)C(=S)Nc1ccc(Oc2ccccc2)cc1 | 1.8% | 3.0% | 1.0% | -13.7 | u | -2.1
COC(=O)C(C(=O)NCC1CCCO1)C1CCCC1 (configuration not stated) | 0.2% | x | -6.5% | 6.8 | -29.7% | 3.3
COC(=O)c1ccc(NC(=S)NCCC2=CCCCC2)cc1 | -9.8% | 34.2%[activator] | -13.6% | 10.5 | u | 3.9
CC(=O)NCC(=O)OCC(=O)c1ccc(Cl)cc1 | -0.8% | 17.5% | 12.4% | -7.5 | 41.1%[activator] | -2.7
COc1ccc(CCN2C(=O)C3C4CC(C5C(C(=O)O)=NOC45)C3C2=O)cc1OC (configuration not stated) | 36.0% | 5.2% | u | 20.0 | x | 7.1

This part in full, from the start:
SMILES | FBPA Giardia inh | Pf growth 48h | HCV inhibitor | Shiga toxin inh | Pf growth 96h | CHX counter
CN(CCC#N)C(=S)Nc1ccc(Oc2ccccc2)cc1 | 1.8% | 3.0% | 1.0% | -13.7 | u | -2.1
COC(=O)C(C(=O)NCC1CCCO1)C1CCCC1 (configuration not stated) | 0.2% | x | -6.5% | 6.8 | -29.7% | 3.3
COC(=O)c1ccc(NC(=S)NCCC2=CCCCC2)cc1 | -9.8% | 34.2%[activator] | -13.6% | 10.5 | u | 3.9
CC(=O)NCC(=O)OCC(=O)c1ccc(Cl)cc1 | -0.8% | 17.5% | 12.4% | -7.5 | 41.1%[activator] | -2.7
COc1ccc(CCN2C(=O)C3C4CC(C5C(C(=O)O)=NOC45)C3C2=O)cc1OC (configuration not stated) | 36.0% | 5.2% | u | 20.0 | x | 7.1
COc1ccc(S(=O)(=O)NCCc2c[nH]c3ccc(Cl)cc23)cc1 | 3.8% | -12.8% | -15.7% | -3.4 | u | 1.2
CC(=O)c1c(N2CCN(C)CC2)nc(=S)n(-c2cc(C)ccc2C)c1C | -10.0% | -13.9%[5.75 µM] | -6.7% | 10.7 | -4.1% | 5.0
COC(=O)c1ccc(-c2noc(CN(C)CC3CCCCO3)n2)cc1 (configuration not stated) | 0.4% | 87.4%[activator] | 10.9% | 54.3 | u | 42.5*
CN(C)/C=N/c1nc(Sc2ccc(C(F)(F)F)cc2[N+](=O)[O-])n[nH]1 | -5.6% | 6.8% | 17.4% | -11.3 | 79.0%[activator] | -1.1
CCOC(=O)c1c(S(=O)(=O)N2CCCC(C)C2)c(C)n(C)c1C (configuration not stated) | 0.6% | u | 17.3% | -13.5 | u | 8.5
O=C(O)CC(=O)Nc1cc(Cl)ccc1O | -1.5% | x | 8.9% | -3.5 | 6.4% | -6.1
Cc1noc(NC(=O)c2ccccc2C(F)(F)F)c1C#N | 1.3% | 12.3% | 7.9% | -3.2 | 22.9% | -2.8
CCOc1ccccc1-c1nnc2n1N=C(c1c(OC)cccc1OC)CS2 | 8.1% | x | x | 20.4 | x | 5.7
CC(NC(=O)CN1C(=O)NC(c2ccccc2)(c2ccccc2)C1=O)c1cccs1 (configuration not stated) | x | u | u | x | u | x
CCCC12CN3CCN(CC(C3)/C1=N\NC(=O)c1ccncc1)C2 | 8.0% | -12.4% | 17.0% | 3.2 | u | 5.8
COc1ccc(NS(=O)(=O)c2ccc3c(c2)CCCN3C(C)=O)cc1 | 15.7% | -9.1% | 21.9% | -2.4 | u | 3.9
COc1ccccc1NC(=O)Oc1ccc(C(C)=O)cc1 | -4.2% | 8.7% | -19.7% | -5.4 | 52.4%[activator] | -0.9
COc1ccc(C2C=C(C)Nc3nc4ccccc4n32)cc1 (configuration not stated) | 2.4% | 17.2% | 9.3% | 110.9* | 50.3%[activator] | 42.9*
CCOCCCNC(=O)C1(O)c2ccccc2NC(=O)N1c1ccc(Cl)c(Cl)c1 (configuration not stated) | 0.0% | 0.7% | 5.5% | -1.2 | u | -4.1
C[C@@H](C(=O)Nc1ccc2ccccc2c1)[C@@H]1C[C@@]1(C)[C@@H](NC(=O)OCc1ccccc1)c1ccccc1 | 5.5%&0.6% | u | -2.3% | 3.4 | 7.9% | -3.8
COc1cccc(COC(=O)c2cc(S(=O)(=O)N3CCCCC3)ccc2N2CCOCC2)c1OC | x | 6.57µM* | -24.0% | x | u | x
COc1cccc(N2C(=O)C3CCCN3C2c2ccc(F)cc2)c1 (configuration not stated) | -8.4% | 10.4µM* | 12.0% | 12.0 | 10.4µM* | -4.4
CN1CCN(c2nc(-c3cc4ccccc4o3)cs2)CC1 | -1.9% | 107.3%[activator] | -10.8% | 84.5* | 153.9%[activator] | 48.2*
CCOc1ccc(Nc2nc(Cc3nnc(SCC(=O)NCc4ccco4)n3CC)cs2)cc1 | 7.9% | u | -7.8%&0.1% | 4.2 | 8.3% | -0.9
NC(=O)[C@@H]1CC2(CC(c3cccc(NC(=O)[C@@H]4CCC(=O)N4)c3)=NO2)CN1C(=O)Cc1ccc([N+](=O)[O-])cc1 (some centres not stated) | -1.4% | 32.9%[activator] | 40.4%[activator][8.37 µM] | -3.8 | 31.3%[activator] | -4.4
SMILES | FBPA Giardia inh | Pf growth 48h | HCV inhibitor | Shiga toxin inh | Pf growth 96h | CHX counter
CCc1c(C)c2ccc(O)c(CN(C)C)c2oc1=O | x | -18.8% | 23.9% | 13.2 | x | -2.9
CC(NC(N)=O)C(=O)OCC(=O)c1ccc(-c2ccccc2)cc1 (configuration not stated) | 4.8% | 11.0% | 6.9% | 43.1* | 41.7%[activator] | 36.1*
O=C(Nc1nnc(Cc2ccccc2)s1)c1cccs1 | 3.1% | 39.8%[activator] | -6.0% | 40.5 | 19.7% | 24.9*
CCOc1cc(C(=O)Nc2ccc(S(=O)(=O)Nc3nnc(CC)s3)cc2)cc(OCC)c1OCC | 16.6% | u | 28.6% | -3.5 | u | 5.7
C/C(=N/NC(=O)c1cccs1)c1ccco1 | -0.1% | 110.5%[activator] | 13.1% | 94.9* | 189.6%[activator] | 56.0*
O=C(Nc1nnc(-c2ccccc2F)s1)C1CCCO1 (configuration not stated) | -13.0% | 454.1%[activator] | 1.8% | 64.4* | 1.9% | 38.7*
Cc1c(C(=O)OC2CCCC2)[nH]c2c1C(=O)CC(c1ccco1)C2 (configuration not stated) | 1.9% | 7.38µM* | u | -1.4 | u | 0.8
COC(=O)c1cn(NC(=O)Cc2cccc(OC)c2)c(=O)c2ccccc12 | -1.0% | 11.1% | -2.1% | -14.6 | 69.8%[activator] | 1.1
O=C(Nc1nc(-c2ccccc2)c(-c2ccccc2)o1)c1ccc(F)cc1 | -3.6% | u | u | 6.6 | 9.28µM* | 0.4
COC(=O)C1=C[C@@H](C(=O)OC)[C@@H]2C3=C(C(=O)C2(C)C)[C@H](c2ccccc2)[C@@H]2C(=O)N(C)C(=O)[C@@H]2[C@@H]3C1 | -9.3% | x | 10.8% | -10.0 | x | -3.8
O=c1[nH][nH]c(-c2ccccc2O)c1C(C[N+](=O)[O-])c1ccc(Cl)cc1Cl (configuration not stated) | -18.5% | 1.2% | -2.3% | -9.2 | -20.5% | -4.2
COCCNC(=O)CSc1nc2nc(C)cc(C)n2n1 | -0.2% | 35.2%[activator] | 8.3% | 29.6 | 48.6%[activator] | -2.9
CC(=O)c1cc(-c2ccccc2)[nH]c1N1CCCC1 | -11.2% | 3.4% | 13.4% | -3.4 | 5.8% | -2.8
Cc1ccc(-c2cccc(C3CC=CC4C3C(=O)N(Cc3ccccc3)C4c3cc(C)ccc3F)c2)cc1 (configuration not stated) | 1.1%&-0.2% | 4.65µM* | 0.6% | 24.4&8.6 | 7.38µM* | 22.5&-0.7
Cc1ccc(NC(=O)N2CCCCCC2)cc1 | x | 83.8%[activator] | 6.2% | 83.7* | u | 35.8*
Cc1ccc(C(=O)N2CCN(c3ccc(Cl)cc3)CC2)cc1 | -5.8% | 14.2% | 4.0% | -12.1 | 18.7% | -1.3
O=C(COc1ccc(S(=O)(=O)N2CCCC2)cc1)N1CCCCC1 | -6.0% | -5.8% | 9.2% | 15.7 | 2.9% | -1.0
O=c1c2ccccc2c(C=NCCCN2CCOCC2)c(O)n1Cc1ccccc1 | -7.7% | 10.4µM* | -8.9% | -18.6 | -12.2% | -3.5
CCCC(=O)NC(=S)Nc1ccc(Cl)cn1 | -5.5% | 7.6% | -0.2% | 54.9 | -5.1% | 30.0*
COc1ccccc1C(=O)N=Nc1c(O)[nH]c2ccc([N+](=O)[O-])cc12 | u | 10.4µM* | -28.0% | 30.1 | u | 12.7
O=C(c1cccc(F)c1)N1CCN(CC2CC3C=CC2C3)CC1 (configuration not stated) | -19.3% | 8.0% | 18.9% | -9.9 | -0.8% | 0.4
O=S(=O)(C=C(c1ccccc1)c1ccccc1)c1ccccc1 | x | u | -21.7% | 0.5 | u | 5.6
COc1ccc(CN2CCCCC2c2cccnc2)cc1C (configuration not stated) | -19.0% | 13.1µM* | -25.2% | -1.9 | 26.6% | 1.1
CN1CCC(=NNC(=O)C(=O)NCc2ccccc2)CC1 | -8.2% | -5.9% | 0.7% | -8.6 | -9.3% | 0.4
COc1ccc(NC(=O)CN2C(=O)NC(C)(c3ccccc3)C2=O)cc1Cl (configuration not stated) | 1.6% | 20.5% | -19.5% | -5.9 | -13.9% | 1.7
SMILES | FBPA Giardia inh | Pf growth 48h | HCV inhibitor | Shiga toxin inh | Pf growth 96h | CHX counter
Cc1ccc(Cl)cc1NC(=O)N[C@@H](C)C(=O)O | -3.0% | -0.9% | 4.1% | -13.3 | 35.1%[activator] | -3.1
Cc1cc(CN2CCCC(N3CCc4ccccc4C3)C2)cc(C)c1O (configuration not stated) | -22.1% | u | -13.2% | -7.3 | 10.4µM* | -3.9
CCc1c(C)nc2ncnn2c1Nc1ccc(C(C)=O)cc1 | 3.8% | 63.3%[activator] | -12.4% | 108.8* | x | 45.9*
O=C(C[n+]1cc(-c2ccc(F)cc2)n2c1CCC2)N1c2ccccc2Sc2ccccc21 | 1.1% | 13.1µM* | 0.5% | 53.6* | u | 44.1*
CCN(CC)S(=O)(=O)c1cccc(-c2nnc(SC(C)C(N)=O)n2CCc2ccccc2)c1 (configuration not stated) | -1.8% | x | -11.0% | -10.8 | u | -4.0
COc1ccc(N2CCN(C(=O)CNC(=O)c3ccc4ccccc4c3)CC2)cc1 | x | u | 0.0% | x | -28.3% | x
COc1ccc(N2CCN(C(=O)CCNS(=O)(=O)c3ccc4c(c3)CCC(=O)N4)CC2)cc1 | -3.2% | -20.9% | -1.8% | 4.6 | 180.3%[activator] | -0.9
CC1CCc2sc(C(=O)NNC(=O)c3ccncc3)cc2C1 (configuration not stated) | x | -10.0% | -4.7% | x | 6.9% | x
O=C(COC(=O)COc1ccc(Cl)cc1Br)NCc1cccs1 | -0.5% | 16.9% | 8.4% | -16.6 | 26.9% | 1.6
CCC(=O)C1CCCN(C(=O)c2ccc(OC3CCN(C(=O)c4cccnc4)CC3)cc2)C1 (configuration not stated) | 1.4% | 0.5% | -8.1% | -11.7 | 24.6% | -1.6
CCOc1ccc(-c2nnn(CC(=O)c3ccc4c(c3)OCCO4)n2)cc1 | -0.7% | -14.4% | u | 12.0 | u | 10.6
COc1ccc(NC(=S)NC23CN4CN(CN(C4)C2)C3)cc1 | -18.6% | -6.9% | 18.0% | -28.1 | u | 2.8
O=C(NCC1CCCO1)c1nnc(Cc2ccc(F)cc2)o1 (configuration not stated) | -3.8% | 26.7% | 5.3%[8.37 µM] | -12.4 | u | -2.7
O=C(Nc1c2c(nn1-c1ccc(F)cc1)CS(=O)C2)c1ccc(Br)o1 (configuration not stated) | x | u | 24.6% | -9.0 | u | 3.1
